TbPYK inhibitor – qHTS of Trypanosoma Brucei Inhibitors | pyruvate kinase (Trypanosoma brucei), Q57TT1 | Potency, µM (titrated, usually from 76.8 µM), inactives show top-dose activity, negative = inhibition, most hits filed as inhibitors | 410,000 tested, 0.12% active | TbPYK enzyme, Kinase-Glo Plus ATP luminescence, 45 min | AID 624173, 2012; note: nearly all actives have a fitted effect of over 50% in size
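Glycolytic pyruvate kinase of T. brucei was incubated with substrate, test compound and 130 uM ADP for 45 minutes at room temperature. Luminescent Kinase-Glo Plus signal was measured after 10 minutes.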
Sm TGR inh – qHTS Assay for the Inhibitors of Schistosoma Mansoni Peroxiredoxins; Schistosoma mansoni thioredoxin glutathione reductase (TGR), Q962Y6; purified TGR, DTNB reduction, TNB absorbance 405 nm; Potency, µM (series often up to 114 µM), for inactives: at the top dose activity change, negative = inhibition, most hits filed as inhibitors; 360,000 tested, 3% active; note: nearly all actives have a fitted effect of over 60% in size
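First, TGR (20 nM dispensed) and NADPH were mixed with compound. Second, a 15 min room-temperature incubation followed. Third, further NADPH and then DTNB were added to start the reaction. Finally, TNB absorbance was monitored kinetically.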
LmPK inhibitor – qHTS Assay for Inhibitors of Leishmania Mexicana Pyruvate Kinase (LmPK); purified LmPK, Kinase-Glo ATP luminescence, 1 h; Q27686; 290,000 tested, 0.37% active; Potency, µM (series often up to 57.5 µM), for the others: at the top dose activity change, negative = inhibition, hits mostly inhibitors
Target sequence (Q27686 whole entry, looked up): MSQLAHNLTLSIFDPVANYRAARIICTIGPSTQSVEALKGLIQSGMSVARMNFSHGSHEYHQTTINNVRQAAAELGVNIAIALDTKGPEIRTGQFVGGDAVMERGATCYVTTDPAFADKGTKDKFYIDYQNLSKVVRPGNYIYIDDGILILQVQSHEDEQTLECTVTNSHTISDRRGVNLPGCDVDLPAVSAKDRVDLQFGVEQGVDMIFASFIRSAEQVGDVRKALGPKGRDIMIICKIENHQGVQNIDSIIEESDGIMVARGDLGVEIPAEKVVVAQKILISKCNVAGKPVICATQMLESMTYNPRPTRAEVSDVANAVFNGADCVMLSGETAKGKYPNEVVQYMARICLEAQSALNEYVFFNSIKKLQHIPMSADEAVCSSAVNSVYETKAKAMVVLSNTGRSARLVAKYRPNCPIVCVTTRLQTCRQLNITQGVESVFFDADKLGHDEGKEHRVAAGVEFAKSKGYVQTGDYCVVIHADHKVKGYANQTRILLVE
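qHTS format; LmPK 0.1 nM; substrates PEP 0.5 mM and ADP 0.1 mM. One-hour room-temperature incubation, then coupled luciferase luminescence; 0.5 nM enzyme wells mark activation.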
Pf growth 48h – Primary qHTS for delayed death inhibitors of the malarial parasite plastid, 48 hour incubation | Potency, µM (titrated, usually from 28.7 µM), for the others: at the highest dose activity change, negative = inhibition, actives largely listed as inhibitors | P. falciparum luciferase growth in erythrocytes, 48 h | 310,000 tested, 5.9% active
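Here the parasites carry a stable luciferase gene and grow inside erythrocytes in Albumax-based RPMI medium with compound for one erythrocytic cycle. Activity is scored as loss of luminescent signal.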
Pf growth 96h – Primary qHTS for delayed death inhibitors of the malarial parasite plastid, 96 hour incubation; Potency, µM (titrated, usually from 28.7 µM), without a hit: top-dose activity change, negative = inhibition, hits mostly inhibitors; AID 504834, 2011; P. falciparum luciferase reporter growth, 96 h; 320,000 tested, 6.9% active
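P. falciparum expressing integrated firefly luciferase grown in erythrocytes (2% hematocrit, 0.05% parasitemia final) with compounds for 96 hours at 37 C, 5% CO2. Growth inhibition read as loss of luminescence after adding luciferase detection reagent.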
HCV inh – qHTS Assay for Inhibitors of Hepatitis C Virus (HCV). Potency, µM (top dose mostly 41.8 µM), for inactives: top-dose activity change, negative = inhibition, most hits filed as inhibitors. Huh7.5.1 HCVcc-Cre infection, luciferase reporter, 44 h. 340,000 tested, 3.4% active
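Compounds are dispensed onto cells plated 4 h earlier at 1,000 per well, with HCVcc-Cre virus (about 0.5 moi) added next. Following 44 h of culture, luminescent signal is measured for 15 sec after 15 min with substrate at room temperature.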
Active calls of the source: *; i = inactive; ? = inconclusive; . = no result given; & = joins results of further samples; [ ] = another dose, or the depositor's remark. Calls come from the whole dose curve; as a rule, active = well fitted curve in the direction sought with a large enough effect; inconclusive = small, poorly fitted or top-dose-only effect, or another doubt; inactive = no such curve, though single readings can be large; an effect the other way counts as inactive or inconclusive. % is set by controls: 0 for no effect and ±100 for the full control effect; potency is the fitted concentration of half-maximal effect.

Compound | TbPYK inhibitor | Sm TGR inh | LmPK inhibitor | Pf growth 48h | Pf growth 96h | HCV inh
Cc1ccc(C(=O)CC2(O)C(=O)N(CN3CCOCC3)c3ccccc32)cc1 (stereo not given) | -1% | -12% | 0% | ? | 3% | 16%&12%
CN(C)CCN1C(=O)c2oc3ccc(F)cc3c(=O)c2C1c1ccncc1 (stereo not given) | 1% | -29% | -6% | -6% | 18% | 5%
O=C(NC(=S)NCC1CCCO1)c1ccc(Br)o1 (stereo not given) | -8% | -10% | 0% | 76%[activator] | -3% | -12%
COc1ccccc1NS(=O)(=O)c1ccc(O)c(C(N)=O)c1 | 3% | 2% | 4% | 1% | 11% | 8%
COCCOC(=O)C1=C(C)NC(=O)NC1c1ccco1 (stereo not given) | 6% | -28% | -4% | 2% | 26% | 5%
Cc1ccccc1N/C=C/C(=C(C#N)C#N)N(C)C | 3% | -29% | 0% | -6% | 2% | 8%
CC(=O)c1c(C)n(C2CCCCC2)c2ccc(O)cc12 | -13% | . | 1% | ? | i | 10µM*
COc1ccc(CSc2nncn2N)cc1Br | -5% | -24% | 1% | 11% | ? | 16%
CCOc1ccc(S(=O)(=O)N(C)c2ccc(OCC(=O)Nc3nc4ccccc4s3)cc2)cc1 | -6% | 6% | 2% | 0% | ? | ?
CSc1ccccc1NC(=O)CN(C)Cc1c(O)ccc2ccccc12 | -19% | 0.79µM* | 3% | -3% | 53%[activator] | 3%
Nc1nc(COc2ccc(F)cc2)nc(N2CCCCC2)n1 | 1% | -3% | 2% | 22% | 22% | -25%
Cc1cc(NC(=O)c2cc3n(n2)C(C(F)(F)F)CC(c2ccco2)N3)no1 (stereo not given) | 1% | 9% | -1% | . | 10µM* | -7%
Cc1cc(C)cc(NC(=S)NC2CC3CCCC(C2)N3CC(C)C)c1 (stereo not given) | 1% | -2% | -4% | ? | 1% | -14%
S=C(NCCN1CCOCC1)Nc1ccccc1Cl | 0% | -13% | -3% | 15% | 1% | 12%
O=C(COc1ccc(Br)cc1)N1CCN(c2ncccn2)CC1 | 0% | 2% | . | ? | ? | 11%
O=C(c1nn2cccnc2c1Cl)N1CCN(c2ccccc2)CC1 | -5% | -21% | 2% | -11% | . | 6%
CCCCCn1c(SCCOCC)nc2c1c(=O)[nH]c(=O)n2C | 6% | 0% | 13% | . | ? | 1%
Cc1[nH]nc(N=CC2=C(O)CC(c3ccco3)CC2=O)c1-c1ccccc1 (stereo not given) | 1%&-1% | ? | 1% | ? | 7.4µM* | ?
CC(=O)c1ccccc1-c1csc2ncnc(Sc3nnnn3C)c12 | -10% | -31% | . | 12µM* | 4.1µM* | .
CCOc1ccc(NC(=O)CSc2nnc(C)n2CCCOC)cc1 | 3% | 1% | 0% | 26% | . | -12%

Taken from above.
Under TbPYK inhibitor, CN(C)CCN1C(=O)c2oc3ccc(F)cc3c(=O)c2C1c1ccncc1 (stereo not given) shows 1%
Under Pf growth 96h, Cc1[nH]nc(N=CC2=C(O)CC(c3ccco3)CC2=O)c1-c1ccccc1 (stereo not given) shows 7.4µM*
Under LmPK inhibitor, COCCOC(=O)C1=C(C)NC(=O)NC1c1ccco1 (stereo not given) shows -4%
Under Pf growth 48h, COc1ccc(CSc2nncn2N)cc1Br shows 11%

Complete entries from above:
O=C(c1nn2cccnc2c1Cl)N1CCN(c2ccccc2)CC1 is entered as TbPYK inhibitor = -5%; Sm TGR inh = -21%; LmPK inhibitor = 2%; Pf growth 48h = -11%; Pf growth 96h = .; HCV inh = 6%
COc1ccc(CSc2nncn2N)cc1Br is entered as TbPYK inhibitor = -5%; Sm TGR inh = -24%; LmPK inhibitor = 1%; Pf growth 48h = 11%; Pf growth 96h = ?; HCV inh = 16%
Cc1cc(C)cc(NC(=S)NC2CC3CCCC(C2)N3CC(C)C)c1 (stereo not given) is entered as TbPYK inhibitor = 1%; Sm TGR inh = -2%; LmPK inhibitor = -4%; Pf growth 48h = ?; Pf growth 96h = 1%; HCV inh = -14%

The list continues.
Compound | TbPYK inhibitor | Sm TGR inh | LmPK inhibitor | Pf growth 48h | Pf growth 96h | HCV inh
COc1ccc(C(=O)Nc2ccccc2C(=O)NCc2cccnc2)cc1 | 3% | -1% | 3% | -17% | ? | -19%
Cc1cc(N2CCN(CC(O)C(F)(F)F)CC2)c2ccccc2n1 (stereo not given) | 2% | -1% | -3% | -9% | ? | -16%
CS(=O)(=O)N1CCC(C(=O)c2cccc(Cl)c2)CC1 | 1% | 4% | 2% | 18% | 67%[activator] | .
CCn1c(=O)n(CC)c2cc(N3CCCC3)c(NC(=O)c3cc(Br)ccc3OC)cc21 | -1% | -17% | 0% | 9.3µM* | ? | ?
COc1ccc(C2C(C#N)=C(N)Oc3cc(O)ccc32)cc1Cl (stereo not given) | 1% | -32% | -2% | -27% | ? | -4%
CCOC(=O)CSc1ccc2ccccc2n1 | -8% | . | -2% | 23% | 14% | 9%
O=S(=O)(Nc1ncnc2sc3c(c12)CCC3)c1ccc2ccccc2c1 | -5% | -12% | 17% | 24% | . | -3%
CC1CC(OC(=O)C2CCN(S(=O)(=O)c3ccc(F)cc3)CC2)C(=O)O1 (stereo not given) | -3% | -3% | . | ? | 13% | 15%
COc1ccc(CNc2cc(NCCCO)c([N+](=O)[O-])c3nonc23)cc1 | 3% | 22µM* | 10% | -21% | ? | ?
CCc1ccc(Oc2nc([N+](=O)[O-])nn2C)cc1 | 3% | 1% | -2% | ? | 3% | -16%
CS(=O)(=O)N(Cc1ccco1)CC(O)Cn1cc(C=O)c2ccccc21 (stereo not given) | 0% | -3% | 6% | . | ? | -12%
CCCN(C(=O)COC(=O)c1nc2nc(C)cc(C)n2n1)C1CCS(=O)(=O)C1 (stereo not given) | -4% | -12% | . | -3% | -26% | 9%
CCc1ccc(N2CC(C(=O)OCC(=O)NNC(=O)c3ccccc3)CC2=O)cc1 (stereo not given) | -1% | 1% | . | 6% | 14% | -2%
CCNC(=O)CSc1nc(-c2ccccc2)cs1 | 1% | -2% | 8% | 108%[activator] | -65% | 10%
CC(=NCCCn1ccnc1)c1c(O)n(Cc2ccccc2)c(=O)[nH]c1=O | 8% | -7% | 4% | . | -17% | 13%
O=c1c2ccccc2nc2sc3ccccc3n12 | -6% | -7% | -27% | 102%[activator] | 31%[activator] | ?
O=C(COC(=O)Cc1ccccc1[N+](=O)[O-])Nc1nnc(-c2ccccc2)o1 | -2% | -9% | . | ? | -8% | 5%
COc1ccc(OC)c(S(=O)(=O)N(C)CC(=O)Nc2cc(Cl)ccc2OC)c1 | -2% | -26% | 3% | 9.3µM* | 7.4µM* | 11µM*
CCOc1ccc(S(=O)(=O)Nc2ccc(C(=O)N3CCCC3)cc2)cc1C(N)=O | -9% | -2% | -8% | 29% | ? | 27%
O=C(CCS(=O)(=O)c1cccs1)Nc1ccc(C(=O)NCc2ccccc2)cc1 | 7% | -9% | 2% | . | 39%[activator] | 13%

The list continues.
Compound | TbPYK inhibitor | Sm TGR inh | LmPK inhibitor | Pf growth 48h | Pf growth 96h | HCV inh
C#CC[N+]1(CC#Cc2ccc(C#CC[N+]3(CC#C)CCOCC3)cc2)CCOCC1 | -3% | 0% | 7% | -24% | ? | -11%
Cc1n[nH]c(=O)c2c(NC(=O)CSc3nnnn3-c3ccc(O)cc3)oc(C)c12 | -25% | ? | . | 45%[activator] | -3% | 7%
CC(C)(C)C(=O)Nc1ccc(S(=O)(=O)Nc2nccs2)cc1 | 6% | 15% | 1% | . | 7% | 4%
COc1cccc(NC(=O)COC(=O)c2c(NC(C)=O)sc(C)c2C)c1 | -6% | -10% | . | -23% | -17% | ?
N#CC1=C(N)OC2=C(C(=O)CCC2)C12CCN(C(=O)OCc1ccccc1)CC2 | 3% | 0% | -3% | -10% | 12% | 8%
O=c1[nH]c2cccc(F)c2n2cccc12 | 10% | 16% | 1% | 4% | 2% | 3%
CN(C(=O)c1ccno1)c1nnc(-c2cccnc2)s1 | -11% | 16% | 0% | 7% | -30% | 10%
COC(=O)C(Cc1ccccc1)NC(=O)C(CC(C)C)NC(=O)OC(C)(C)C (stereo not given) | 2% | 5% | 0% | -1% | 24% | -1%
Cc1ccc(NC(=O)c2ccco2)c(NC(=O)COc2ccccc2)c1 | 22% | 5% | -2% | -4% | 17% | -26%
O=C(CCN1CCN(c2ccccc2)CC1)Nc1ccc(Cl)cc1 | -3% | 0% | 2% | -5% | 3.7µM* | 1%
O=C(O)CCC(CNS(=O)(=O)c1ccccc1)C(F)(F)F (stereo not given) | -1% | ? | 0% | -9% | ? | -10%
O=C(CCc1ccccc1)NCC(=O)N/N=C/c1ccc(O)cc1O | -5% | -4% | 3% | 31%[activator] | 103%[activator] | -17%
C[C@@H]1CCC(=O)N(CC[C@H](Oc2ccccc2)c2ccccc2)CC1 | 3% | -4% | -1% | ? | ? | -19%
O=C(/C=C/c1ccccc1)Nc1nnc(-c2ccco2)o1 | 0% | 4% | -2% | -15% | -43%[1.15 µM] | -1%
CCOc1ccccc1NC(=O)C(NCC1CCCCC1)c1ccccc1 (stereo not given) | -1% | 0% | 0% | ? | ? | ?
COC(=O)c1ccccc1SC(CC(=O)c1ccccc1)c1ccc(F)cc1 (stereo not given) | -10% | 0% | -7% | ? | ? | -13%
CNC(=O)O/N=C/c1nn(C(=O)C(C)(C)C)cc1Br | -3% | -10% | 0% | 46%[activator] | 54%[activator] | -2%
CCN(C(=O)c1nn(-c2ccc(OC)cc2)c(=O)c2c1c1ccccc1n2C)c1ccc(OC)cc1 | -6% | 7% | 14% | -11% | -1% | 20%
O=C(CCCCCNc1nc(=S)[nH]c2ccccc12)NCc1ccccc1Cl | . | 9% | 5% | ? | ? | .
COc1ccc(N2CCN(C(=O)c3cn(C)c(=O)c4c3c3ccccc3n4C)CC2)cc1 | -7% | -6% | 8% | ? | ? | 12%

Going on with the list.
Compound | TbPYK inhibitor | Sm TGR inh | LmPK inhibitor | Pf growth 48h | Pf growth 96h | HCV inh
O=Cc1ccc(C(=O)O)cc1 | 3% | 3% | . | 39%[activator] | 42%[activator] | 11%
COc1ccc(Cl)cc1NC(=O)C1CSC(c2ccncc2)=N1 (stereo not given) | -16% | 1% | 1% | ? | 8% | 14%
CC1=NN(Cc2ccccc2)C(=O)C1 | 1% | -6% | -2% | 4% | 13% | -8%
Cc1ccc(CNC(=O)C2CCC(=O)N2CCc2ccccc2)cc1 (stereo not given) | -1% | 6% | 1% | -8% | 0% | 14%
CSc1ncccc1C(=O)OCC(=O)NC1CC1 | -4% | 8% | . | 7% | 16% | ?
Cc1c(Cl)cccc1NC(=S)N1CCN(C(=O)c2ccco2)CC1 | -5% | -10% | -9% | 21% | 39%[activator] | -16%
COc1ccc(CN(C)CC(=O)NC(=O)Nc2ccccc2F)cc1 | -4% | -1% | . | 7% | 25% | -6%
Cn1c(-c2sc3cc(C(F)(F)F)cnc3c2-c2ccccn2)n[nH]c1=S | ? | 16% | -1% | -2% | ? | 4%
O=C(OCC(=O)N1CCc2ccccc21)c1cncc(Br)c1 | -5% | -1% | -3% | 44%[activator] | 10% | -2%
Cc1ccc(-c2nnc(NC(=O)C3=COCCO3)o2)c(C)c1 | 1% | -4% | . | ? | 3% | -3%
CCOc1ccc(N(CC(=O)NN=C2CCN(C)CC2)S(C)(=O)=O)cc1 | -8% | 8% | 2% | 57%[activator] | -20% | 21%
O=C(COC(=O)C1COc2ccccc2O1)Nc1cccc(F)c1 (stereo not given) | -3% | -2% | . | -6% | 1% | 6%
CC(=O)c1ccc(OCCCC(=O)NCCc2ccc(C(F)(F)F)cc2)cc1 | 3% | 2% | -8% | -32% | -25% | -12%
Cc1ccnc(NCc2ccc(Br)cc2)c1 | -14% | 0% | -2% | 33%[activator] | 0% | -3%
